Vif-A3F inh = qHTS for Inhibitors of Vif-A3F Interactions: qHTS | HeLa A3F-eYFP + Vif (tagged APOBEC3F with the HIV-1 protein that degrades it), YFP fluorescence increase | Potency, µM (doses to about 46.1 µM), inactives show at the top dose activity, negative = active | 390,000 compounds, 0.2% hits | AID 602313, 2012; further: potency means the concentration at half of the fitted maximal effect; % of control where 0% means no effect; nearly all actives have a fitted effect of over 65% in size
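Fluorescence increase (Ex 488/Em 500-530) after overnight compound treatment at 37 deg C flags inhibition of Vif-driven A3F-eYFP loss in stable HeLa A3F-eYFP/Vif cells seeded overnight beforehand.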
TrxR1 substrate = qHTS Assay for Substrates of Mammalian Selenoprotein Thioredoxin Reductase 1 (TrxR1): qHTS; 390,000 compounds, 0.01% hits; purified TrxR1 substrate turnover, NADPH consumption readout; Potency, µM (top dose mostly 114 µM), for the others: at the highest dose activity change, negative = substrate turnover; further: potency means the concentration at half of the fitted maximal effect; on the % scale 0 is the no-effect control and ±100 the full control effect; nearly all actives have a fitted effect of over 50% in size
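Rat TrxR1, dispensed at 90 nM, was prereduced with 400 uM NADPH (final) for 5 min at ~22 deg C, then incubated with compound 15 min before 400 uM selenite. A first-read NADPH fluorescence drop versus no-compound background flagged substrates.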
USP1-UAF1 inh = Inhibitors of USP1/UAF1: Primary Screen. Ubiquitin carboxyl-terminal hydrolase 1 (Homo sapiens), O94782. recombinant USP1/UAF1, Ub-Rhodamine cleavage fluorescence. Potency, µM (top dose mostly 57.1 µM), without a hit: at the highest dose activity change, negative = inhibition, usual class: inhibitors. 390,000 compounds, 0.23% hits; further: potency means the concentration at half of the fitted maximal effect; on the % scale 0 is the no-effect control and ±100 the full control effect; nearly all actives have a fitted effect of over 60% in size; inactives centre near -12
Target sequence (O94782 whole entry, looked up): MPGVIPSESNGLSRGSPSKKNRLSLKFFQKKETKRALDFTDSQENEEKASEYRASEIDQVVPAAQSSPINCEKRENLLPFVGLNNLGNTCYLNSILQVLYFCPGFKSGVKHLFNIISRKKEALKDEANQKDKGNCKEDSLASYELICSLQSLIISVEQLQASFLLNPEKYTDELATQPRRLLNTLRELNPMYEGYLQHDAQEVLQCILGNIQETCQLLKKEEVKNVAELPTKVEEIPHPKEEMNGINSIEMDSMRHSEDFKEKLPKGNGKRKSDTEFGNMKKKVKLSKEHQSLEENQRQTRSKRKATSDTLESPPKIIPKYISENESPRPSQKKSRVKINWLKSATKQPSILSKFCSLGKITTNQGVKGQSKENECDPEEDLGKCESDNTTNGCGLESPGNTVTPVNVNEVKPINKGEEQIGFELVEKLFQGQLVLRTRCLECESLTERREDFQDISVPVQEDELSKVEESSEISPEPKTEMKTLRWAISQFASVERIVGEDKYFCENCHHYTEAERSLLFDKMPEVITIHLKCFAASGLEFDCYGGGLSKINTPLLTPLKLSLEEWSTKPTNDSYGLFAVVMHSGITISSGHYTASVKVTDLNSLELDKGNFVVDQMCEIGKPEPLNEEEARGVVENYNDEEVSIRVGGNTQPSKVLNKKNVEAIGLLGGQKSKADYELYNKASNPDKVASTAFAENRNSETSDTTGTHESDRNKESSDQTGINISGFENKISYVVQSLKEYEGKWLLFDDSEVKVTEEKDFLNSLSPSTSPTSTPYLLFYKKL
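USP1/UAF1 complex (1 nM) preincubated 15 min at room temperature with compound, then Ub-Rho substrate (150 nM final) added. Kinetic fluorescence at 480/540 nm over 6 reads at 60 s intervals; 50 mM HEPES pH 7.8, 0.5 mM EDTA, 0.1 mg/ml BSA, 1 mM TCEP, 0.01% Tween-20.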
LDHA block = qHTS assay for inhibitors of human lactate dehydrogenase; 480,000 compounds, 0.15% hits; purified LDHA, NADH/diaphorase-resazurin fluorescence; hits give low values; activity change, % (values are at about 110 or 230 µM); in the data active means activity change below about -30%; inconclusive means mostly about -25% to -30%;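 further: plate controls were DMSO wells for no effect and wells without enzyme for full effect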
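Enzyme activity of human lactate dehydrogenase 5 (2 nM; 0.06 mM NADH, 0.2 mM pyruvate, 5 min, RT) is measured via a resazurin/diaphorase fluorescence readout of residual NADH.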
mIDH1 inhibitor = qHTS for Inhibitors of mutant isocitrate dehydrogenase 1 (IDH1): qHTS. IDH1-R132H enzyme, NADPH consumption, diaphorase/resazurin fluorescence. Isocitrate dehydrogenase [NADP] cytoplasmic (Homo sapiens), O75874. 390,000 compounds, 0.093% hits. Potency, µM (titrated, usually from 76.6 µM), inactives show at the highest dose activity change, negative = inhibition, usual class: inhibitors. AID 602179, 2012; further: potency means the concentration at half of the fitted maximal effect; on the % scale 0 is the no-effect control and ±100 the full control effect; nearly all actives have a fitted effect of over 65% in size
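IDH1-R132H (0.5 ug/mL) preincubated 30 min with compound, then NADPH (0.016 mM) and alpha-KG (2 mM) added; 80 min at RT, pH 7.5. Remaining NADPH coupled via diaphorase/resazurin to fluorescence (540/590 nm); concentration-response curves normalized to no-enzyme control.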
RXFP1 ag = qHTS Assay for Agonists of the Relaxin Receptor RXFP1. Relaxin receptor 1 (Homo sapiens), Q9HBX9. HEK293T-RXFP1 cAMP TR-FRET, 30 min; response scale: percent of porcine relaxin response, buffer zero. Potency, µM (highest dose often 57.5 µM), for the others: at the top dose activation, usual class: activators. 370,000 compounds, 0.3% hits. AID 2676, 2010; further: potency means the concentration at half of the fitted maximal effect; on the % scale 0 is the no-effect control and ±100 the full control effect; nearly all actives have a fitted effect of over 60% in size; many of its hits are not listed in these tables
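HEK293 cells stably expressing RXFP1, treated 30 min at 37C with compounds plus PDE4 inhibitor Ro 20174; cAMP measured by HTRF TR-FRET. Normalized to buffer and 29 nM porcine relaxin; EC50 by Hill fit.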
Glioma ERSR ind = qHTS for Inducers of the Endoplasmic Reticulum Stress Response (ERSR) in Human Glioma: qHTS | U87-MG GRP78 promoter luciferase reporter, 16 h | Potency, µM, for inactives: top-dose activation, actives largely listed as activators | 420,000 compounds, 0.02% hits | AID 602332, 2012; further: potency means the concentration at half of the fitted maximal effect; series mostly up to about 76 µM; % of control where 0% means no effect; nearly all actives have a fitted effect of over 35% in size
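Stably transfected U87-MG glioma cells carrying a GRP78-based luciferase sensor; 16 h compound incubation. Luminescence end-point read 10 min after Bright-Glo addition at room temperature.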
PI4K2A inh = qHTS for small molecular inhibitors of PI4K2A; purified PI4K2A, ADP-Glo luminescence, 1 h; hits give low values; 420,000 compounds, 0.13% hits; activity change, negative = inhibition, % at 76.9 µM; Phosphatidylinositol 4-kinase type 2-alpha (Homo sapiens), Q9BTU6; in the data active means activity change below about -50%; inconclusive means mostly about -30% to -49%;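 further: -100% = wells without enzyme as full effect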
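Compounds are screened against recombinant PI4K2A using PI as substrate and ATP, the latter dispensed at 300 microM. Reactions run one hour at ambient temperature before ADP-Glo detection; full inhibition defined by wells lacking enzyme.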
Vif-APOBEC3G blk = qHTS for Inhibitors of Vif-A3G Interactions: qHTS | HeLa A3G-eYFP + Vif (tagged APOBEC3G with the HIV-1 protein that degrades it), YFP fluorescence, overnight | AID 602310, 2012 | DNA dC->dU-editing enzyme APOBEC-3G (Homo sapiens), Q9HC16 | 410,000 compounds, 0.076% hits | Potency, µM (highest dose often 46.1 µM), inactives show top-dose activity, negative = active, most hits filed as inhibitors;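 further: potency means the concentration at half of the fitted maximal effect; on the % scale 0 is the no-effect control and ±100 the full control effect; nearly all actives have a fitted effect of over 60% in size; hits raise eYFP signal because A3G escapes Vif-driven loss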
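Read-out is eYFP fluorescence (Ex 488/Em 500-530) from Vif-expressing HeLa A3G-eYFP cells; more signal means A3G escaped Vif-mediated degradation. Cells plated overnight, compound pinned in, incubated overnight at 37 deg C.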
* = called active by the depositor; ? = inconclusive; · = not tested or not shown; & = joins results of further samples; [ ] = another dose, or the depositor's remark. Unless noted, the call rests on the fitted dose curve; in most records, active means well fitted curve in the direction sought with a large enough effect; inconclusive means small, poorly fitted or top-dose-only effect, or another doubt; inactive means no such curve, though single readings can be large; an effect the other way counts as inactive or inconclusive.

SMILES	Vif-A3F inh	TrxR1 substrate	USP1-UAF1 inh	LDHA block	mIDH1 inhibitor	RXFP1 ag	Glioma ERSR ind	PI4K2A inh	Vif-APOBEC3G blk
COC(=O)C1C(=O)c2c([nH]c(C(=O)OC3CCCCC3)c2C)CC1C (configuration not stated)	4%	2%	?	-6	-6%	8.4%	0%	-5	0%
CCOc1ccccc1NC(=O)Cn1c(=O)n(-c2ccccc2)c(=O)c2c1c1cc(C)ccc1n2C	-3%	5%	-18%	0	19%	2.8%	-2%	-1	-2%
Cc1ccc(NCc2nc3ccccc3n2C)c(C)c1	5%	-10%	-6%	0	4%	1.6%	-12%	3	-7%
Cc1nn(CC2CC2)c(=O)n1-c1ccc(Cl)cc1	-19%	10%[57.1 µM]	-4%	-7	3%	0.9%	-7%	-2	1%
C/C(=N\NC(=S)NCc1ccccc1)c1ccc2ccccc2c1OC(F)F	-3%	0%	-25%	-2	7%	-5.3%	-5%	3	-1%
CCOC(=O)N1CCC(NC(=O)c2ccc3c(c2)N(Cc2ccccc2)C(=O)c2ccccc2S3=O)CC1 (configuration not stated)	0%	-7%	-17%	-4	-7%	-1.2%	-1%	-1	3%
COC(=O)CC1C(=O)NC2CCCCC2N1C(=O)c1ccccc1 (configuration not stated)	-14%	2%	-11%	-1	8%	3.6%	-2%	-4	4%
C#CC[N+](C)(C)CCCCCCCC	6%	-2%	-8%	-10	-4%	-1.2%	-4%	-3	-1%
CC(C)c1ccc(NC(=O)Cn2nnc(C(=O)NCc3cccs3)c2N)cc1	2%	-3%	-8%	-18	-4%	-3.5%	-2%	-4	0%
COC(=O)c1sccc1NC(=S)Nc1cccc(F)c1	2%	-18%[57.1 µM]	-11%	-2	2%	6.2%	-4%	-3	2%
O=C(Nc1ccc(S(=O)(=O)Nc2ncccn2)cc1)C1CC(=O)N(c2ccc(Cl)cc2)C1 (configuration not stated)	-9%	6%[57.1 µM]	-19%	-4	-2%	1.8%	-3%	0	0%
Cc1ccc(C(=O)Nc2ccc3nc(SCC(=O)N4CCCc5ccccc54)sc3c2)cc1	5%	3%	4%	-1	-8%	-0.4%	0%	0	3%
O=C(OCc1ccc(Br)cc1)c1cc([N+](=O)[O-])ccc1N1CCOCC1	-1%	·	-22%	-6	-1%	·	-5%	-2	?
Clc1ccc(CNc2cnccn2)cc1Cl	?	82%	-14%	-3	10%	1.9%	-5%	-1	-9%
CC[C@]12CCCN3CCc4c(n(c5ccccc45)C(=O)C1)[C@@H]32	-6%	4%	-21%	-2	8%	0.0%	-3%	-2&2	?
O=C(/C=C/c1ccco1)NC(=S)Nc1cc(-c2nc3ccccc3s2)ccc1Cl	-15%	-9%	-23%	-12	4%	0.6%	5%	-11	-25%
O=c1ccc2cc(S(=O)(=O)NCc3ccc(Br)cc3)ccc2[nH]1	7%	-2%[57.1 µM]	-13%	-13	-4%	6.9%	-3%	-1	1%
Cn1cc([N+](=O)[O-])c(C(=O)NCc2cc3ccccc3[nH]2)n1	-11%	-2%	-16%	-1	3%	3.5%	-6%	-6	0%
Cc1ccc(SC[C@H](C)CN2CC[C@H](NC(=O)OCc3ccccc3)CCC2=O)cc1	1%	-7%[57.1 µM]	-26%	-2	9%	0.2%	-3%&-1%	-1	5%&2%
CC(=O)Nc1ccccc1Sc1ccccc1	-3%	5%[57.1 µM]	-17%	-4	5%	-1.0%	-4%	5	0%
CCc1ccccc1NC(=S)N1CCNC(=O)C1CC(=O)OC (configuration not stated)	0%	3%[57.1 µM]	2%	-7	0%	-2.3%	-3%	-2	1%
Cc1ccc(N2C(=O)N(CC(=O)NCc3ccc(Cl)cc3)C(=O)C2C)cc1 (configuration not stated)	·	-4%	-6%	-3	1%	1.5%	-1%	-3	1%
CCOC(=O)Cn1nc(-c2ccc(C)cc2)c2ccccc2c1=O	8%	10%[57.1 µM]	-12%	-5&-13	19%	4.7%	6%	-2	2%
CC1(C)C(=O)OC(C(=O)c2ccc(Cl)cc2)C(C)(C)C1=O (configuration not stated)	0%	2%	-20%	-8	6%	-2.5%	-2%	-2	2%
CCn1cc(CN2CCN(CC(C)(C)C)C(CCO)C2)c2ccccc21 (configuration not stated)	9%	0%	-10%	4	-9%	0.2%	0%	-3	6%
Remaining list, next part.
SMILES	Vif-A3F inh	TrxR1 substrate	USP1-UAF1 inh	LDHA block	mIDH1 inhibitor	RXFP1 ag	Glioma ERSR ind	PI4K2A inh	Vif-APOBEC3G blk
CC(=O)NS(=O)(=O)c1ccc(NC(=O)c2ccc(Br)o2)cc1	1%	6%[57.1 µM]	-16%	-3	1%	1.5%	10%	-1	0%
O=C(O)c1cc(S(=O)(=O)NC(Cc2c[nH]c3ccccc23)C(=O)O)ccc1Cl (configuration not stated)	-3%	-1%	-15%	2	-3%	4.8%	-5%	-1	-1%
COc1ccccc1C(=O)/C=C/c1ccc(N2CCCCC2)c([N+](=O)[O-])c1	-5%	-11%	-6%	-9	9%	1.4%	-2%	10	-12%
O=C(O)CCN1C(=O)C2C3C=CC(C2C1=O)C1C(=O)N(CCC(=O)O)C(=O)C31 (configuration not stated)	10%	1%	-4%	1	1%	4.5%	0%	0	1%
C=CCN1C(=O)C2C(C(=O)NCc3ccccc3)C3(C)C=CC2(O3)C1C(=O)NC(C)(C)C (configuration not stated)	-2%	1%	-8%	-14	-2%	-0.7%	-3%	-1	1%
COc1ccc(OC)c(NS(=O)(=O)c2cccc3cccnc23)c1	6%	4%	5%	-1	15%	-3.3%	-3%	-5	-1%
CCOC(=O)c1ccc(Oc2nc(N(C)C)nc(N3CCOCC3)n2)cc1	0%	-6%	-17%	-4&-2	-7%	-0.3%	-2%	-4	2%
Cc1ccc(-n2cnc3scc(-c4cccs4)c3c2=O)cc1	7%	2%	-19%	-5	8%	-1.0%	4%	9	3%
Cc1ccccc1CN(c1ccc(C(=O)Nc2ccccc2C(=O)NCc2ccco2)cc1)S(C)(=O)=O	-11%	37%[activator]	-7%	1	1%	-1.2%	-1%	-5	3%
O=C(NCc1ccco1)Nc1ccc([N+](=O)[O-])cc1	-3%	-5%[57.1 µM]	-15%	-3	6%	0.0%&4.0%	-6%	1	-1%
O=[N+]([O-])c1ccc2nc(NS(=O)(=O)c3ccc(F)cc3)sc2c1	-17%	-4%	-2%	-1	0%	0.3%	2%	4	-14%
Cc1cc(C)n(-c2nc3ccccc3nc2N2CCC(C)CC2)n1	-12%	-2%	2%	-3	6%	2.3%	-1%	1	1%
C=CCn1c(=O)c(C(=O)NCCNCC)c(O)c2ccccc21	-1%	2%	-5%	10	4%	-1.0%	-2%	5	1%
CCN1CCN(Cc2ccc(NC(=O)Nc3ccc(SC)cc3)cc2)CC1	0%	-4%	-4%	-4	6%	-0.2%	11%	1	1%
C/C(CCC(C)C)=N\Nc1cc(C)c2ccccc2n1	-2%	13%[57.1 µM]	?	0	4%	0.4%	0%	-7	-6%
CN(C)S(=O)(=O)Oc1ccsc1C(=O)Nc1cccc(Cl)c1Cl	3%	11%[57.1 µM]	-9%	3	5%	-0.4%	-2%	3	-4%

Given with two lines to a compound: part of the list above
Under each structure: Vif-A3F inh, TrxR1 substrate, USP1-UAF1 inh, LDHA block, mIDH1 inhibitor, RXFP1 ag, Glioma ERSR ind, PI4K2A inh, Vif-APOBEC3G blk
> CN(C)S(=O)(=O)Oc1ccsc1C(=O)Nc1cccc(Cl)c1Cl
    3%, 11%[57.1 µM], -9%, 3, 5%, -0.4%, -2%, 3, -4%
> C=CCn1c(=O)c(C(=O)NCCNCC)c(O)c2ccccc21
    -1%, 2%, -5%, 10, 4%, -1.0%, -2%, 5, 1%
> Cc1ccc(-n2cnc3scc(-c4cccs4)c3c2=O)cc1
    7%, 2%, -19%, -5, 8%, -1.0%, 4%, 9, 3%

An excerpt, so the mix of outcomes need not match the whole.
